Screening data (PubChem)
SENP1 inh – blocks the human SENP1 SUMO protease catalytic domain; Q9P0U3; recombinant SENP1 catalytic domain, CyPet-SUMO1-YPet FRET cleavage; inhibition, % at 10 µM; 0.21% of 360,000 active;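 active = inhibition at least 30% at 10 µM, raw YFP signal under a set limit, fluorescence ratio 0.5 to 1.5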;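 note: 0% = enzyme with DMSO and 100% = no enzyme wells; some results filed as inactive read as strong as hits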
Target sequence (Q9P0U3 419-644 limits assumed): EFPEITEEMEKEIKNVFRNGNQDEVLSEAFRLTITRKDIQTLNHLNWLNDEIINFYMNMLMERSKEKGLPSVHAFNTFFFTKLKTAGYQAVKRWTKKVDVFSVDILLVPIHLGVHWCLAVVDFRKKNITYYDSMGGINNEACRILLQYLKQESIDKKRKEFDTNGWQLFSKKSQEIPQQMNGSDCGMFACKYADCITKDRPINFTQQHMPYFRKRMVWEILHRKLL
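Assay system – human recombinant His6-tagged SENP1 catalytic domain enzyme · Input – SENP1 enzyme, 20 pM final · Buffer or medium – Tris pH 8 buffer plus EDTA, NaCl, BME, BSA, NP40, catalase · Schedule – 50 min reaction at room temperature · Technique – FRET read of cyan and yellow fluorescence · Control set – no-enzyme wells low, DMSO-plus-enzyme wells high control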
NALP3 yeast inh – blocks the NALP3 inflammasome reconstituted in yeast | Yeast reconstituted NLRP3/ASC/caspase-1, beta-gal luminescence, 24 h | inhibition, % at 10 µM | 0.39% of 330,000 active;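 active = inhibition of 50% or more; inactive = inhibition below 50%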;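 note: plate controls were induced DMSO wells for no effect and uninduced yeast grown without galactose for full effect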
SENP8 block-1 – SENP8 protease inhibition; Q96LD8; purified SENP8, Z-RLRGG-aminoluciferin cleavage, luminescence; inhibition, % at 10 µM; 1.2% of 330,000 active; AID 2540; in the data active = inhibition above about 50%
Target sequence (Q96LD8 whole entry, looked up): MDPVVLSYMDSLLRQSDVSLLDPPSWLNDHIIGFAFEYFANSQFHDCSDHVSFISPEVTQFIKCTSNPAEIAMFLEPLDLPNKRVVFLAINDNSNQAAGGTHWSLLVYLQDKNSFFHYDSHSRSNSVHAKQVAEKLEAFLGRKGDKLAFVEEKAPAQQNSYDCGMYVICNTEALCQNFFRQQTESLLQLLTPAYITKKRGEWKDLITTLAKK
Apaf-1 inh – human Apaf-1 inhibition; O14727; reconstituted apoptosome caspase-3 activity, DEVD-Rh110 fluorescence; inhibition, % at 20 µM; 0.71% of 330,000 active; active = inhibition of at least 40% at 20 µM;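 note: plate controls were DMSO wells for no effect and DEVD-CHO caspase inhibitor wells for full effect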
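Assay system: Apoptosome proteins | Medium: pH 7.5 Hepes buffer with CHAPS, BSA, DTT | Also added: Cytochrome c and DEVD-Rh110 substrate | Times: 30 min plus 50 min, RT | Detection: Rhodamine 110 fluorescence at Ex 480/Em 540 nm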
SENP7 inh – SENP7 protease inhibition. AID 434973. 1.5% of 330,000 active. recombinant SENP7, Z-RLRGG-aminoluciferin luminescence, 40 min. inhibition, % at 5 µM;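 active = inhibition above about 50% at the single test dose, limit read from the data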;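 note: plate controls were DMSO with enzyme for no effect and no enzyme buffer wells for full effect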
Target sequence (Q9BQF6 706-1050 limits assumed): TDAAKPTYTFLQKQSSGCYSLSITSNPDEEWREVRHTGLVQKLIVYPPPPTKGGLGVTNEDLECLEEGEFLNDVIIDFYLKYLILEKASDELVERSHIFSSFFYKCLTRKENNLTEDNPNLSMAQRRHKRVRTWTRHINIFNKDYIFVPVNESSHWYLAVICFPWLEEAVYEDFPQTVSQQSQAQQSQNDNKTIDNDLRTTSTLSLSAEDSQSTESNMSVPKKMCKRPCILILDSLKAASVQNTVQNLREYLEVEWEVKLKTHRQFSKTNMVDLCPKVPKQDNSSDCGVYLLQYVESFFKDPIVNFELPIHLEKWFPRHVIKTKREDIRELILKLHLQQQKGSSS
HKDC1 inh – HKDC1 (human) hexokinase inhibition. recombinant HKDC1, G6PDH/diaphorase resazurin coupled fluorescence. inhibition, % at 20 µM. Q2TB90. 0.16% of 340,000 active;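 active = inhibition above about 35% when tested at 20 µM, limit read from the data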;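 note: plate controls were DMSO wells with enzyme for no effect and DMSO wells lacking enzyme for full effect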
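Assay system: in-house recombinant HK5 (HKDC1) enzyme. Input: HKDC1 at 5 µg/mL. Medium: Tris pH 8.0 buffer with MgCl2, Tween-20, BSA, BME. Dosing: single 20 µM dose. Schedule: 90 min reaction incubation at room temperature, dark. Signal: resazurin-to-resorufin fluorescence via G6PDH and diaphorase coupling, 525/613 nm. Controls: DMSO-enzyme wells negative, buffer-substituted wells positive.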
SENP8 block-2 – SENP8 (human) protease inhibition; AID 602440; 0.64% of 360,000 active; Q96LD8; recombinant SENP8, Nedd8 substrate fluorescence; inhibition, % at 20 µM; in the data active = inhibition mostly above about 40%, no sharp cut-off; inactive = mostly below about 27%
PfGluPho inh – PfG6PD (Plasmodium falciparum) enzyme inhibition | PfGluPho enzyme, NADPH resazurin-diaphorase fluorescence | inhibition, % at 20 µM | 0.78% of 350,000 active | AID 504690;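 active = inhibition reaching at least a set limit at 20 µM in the primary screen, cut at about 59% in these data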;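 note: 0% = DMSO wells with substrate and 100% = DMSO wells lacking glucose-6-phosphate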
SENP6 block – inhibitors of human SENP6 protease. Q9GZR1. Recombinant SENP6 catalytic domain, aminoluciferin luminescence. inhibition, % at 10 µM. 1.8% of 330,000 active. AID 2599;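 active = inhibition above about 50% at the single tested dose, limit read from the data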;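 note: plate controls were DMSO wells with enzyme for no effect and DMSO wells lacking enzyme for full effect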
* marks the source's active call; other numbers are inactive results; . = no result given.

SMILES | SENP1 inh | NALP3 yeast inh | SENP8 block-1 | Apaf-1 inh | SENP7 inh | HKDC1 inh | SENP8 block-2 | PfGluPho inh | SENP6 block
NNC(=O)c1cc2c(ccc3ccccc32)o1 | -30 | 12 | -8 | 0 | -3 | 0 | -123 | 21 | -2
O=C(Nc1ccc(Cl)cc1)c1ccc2ncsc2c1 | -9 | 3 | -2 | 3 | 2 | -1 | -30 | 12 | -5
CCCNC(=O)c1ccc2c(=O)n(Cc3ccco3)c(=S)[nH]c2c1 | 2 | 16 | 3 | -11 | -2 | 0 | -3 | 4 | 12
CC(O)CNc1nc2ccccc2n1CC(=O)NC12CC3CC(CC(C3)C1)C2 (stereo not drawn) | 0 | 7 | 3 | -12 | -7 | -5 | 7 | -1 | -3
CN1C2C=C(N(CCc3ccccc3)C(=O)c3ccc(Cl)cc3)CC1CC2 (stereo not drawn) | 1 | 3 | -2 | -5 | 1 | -6 | 14 | 7 | -6
COC(=O)c1ccc2[nH]c3c(c2c1)CC(C)CC3 (stereo not drawn) | -12 | -6 | -12 | 0 | -1 | 0 | -73 | 38 | 13
CC1CC(NC(=O)CCn2c(=O)oc3ccccc32)CC(C)(C)C1 (stereo not drawn) | 4 | 7 | 10 | 1 | -5 | -1 | 18 | 0 | -13
O=C(CNC(=O)c1ccc2c(c1)OCO2)Nc1ncccc1O | -13 | -8 | -6 | 13 | 0 | 6 | 4 | 32 | -3
O=C(COc1ccc(S(=O)(=O)NC2CCCCC2)cc1)N1CCN(c2ccc(F)cc2)CC1 | 4 | 7 | 0 | 11 | 2 | 3 | 19 | 38 | 0
CC(CCc1ccccc1)NC(=O)CSc1nccc(=O)[nH]1 (stereo not drawn) | 1 | 7 | -1 | -8 | 2 | -7 | 5 | -24 | 7
CCOc1ccccc1N1C(=O)CC(Sc2nccc(C)n2)C1=O (stereo not drawn) | -1 | -6 | 2 | -2 | 2 | -2 | 17 | 1 | -6
O=C(CN(C(=O)CCC(=O)Nc1nccs1)C1CCCC1)NCc1ccc2c(c1)OCO2 | -4 | 17 | -9 | 9 | 4 | 0 | 4 | -9 | 12
CCSc1nnc(N2C(=O)c3ccc(C(=O)c4ccc(C(=O)O)cc4)cc3C2=O)s1 | 3 | 8 | 7 | -7 | -6 | -2 | 6 | -31 | 5
CCCc1nnc(NC(=O)CCC(=O)Nc2ccc(F)cc2)s1 | 1 | 3 | 5 | -18 | -3 | -2 | 7 | 0 | -14
CC12CCC(=O)N1C(C(=O)NCc1ccc(Cl)cc1Cl)CS2 (stereo not drawn) | 1 | 0 | 1 | -4 | -10 | -2 | 8 | -8 | -5
Cc1ccc(S(=O)(=O)N2CCN(C)CC2c2ccccc2)cc1 (stereo not drawn) | 0 | 6 | -3 | 1 | 5 | -1 | 19 | -10 | -2
Cn1c(=O)oc2cc(S(=O)(=O)NCCC(=O)NCc3ccc(F)cc3)ccc21 | 2 | 8 | -1 | -4 | 4 | -5 | 6 | -14 | -17
COc1ccccc1CNC(=O)COC(=O)Cn1cnc2ccccc21 | 1 | 10 | 1 | -2 | 9 | -8 | -4 | -8 | 14
COC(=O)CON1C(=O)c2ccccc2C1=O | 4 | 0 | -8 | -25 | -13 | -10 | 1 | 5 | -7
COc1ccc(C)cc1NC(=O)C(C)N(c1ccc(C)cc1)S(C)(=O)=O (stereo not drawn) | -1 | -1 | 0 | -6 | -2 | -4 | 8 | 8 | -4
O=C(COC(=O)c1cc(-c2cccs2)nn1-c1ccccc1)Nc1cc([N+](=O)[O-])ccc1Cl | 0 | -4 | 3 | 12 | -12 | 0 | 9 | -2 | 5
CS(=O)(=O)c1ccc(Cl)c(NC(=O)COC(=O)c2cccc(C#N)c2)c1 | -1 | 10 | 2 | -12 | 5 | -2 | 1 | 6 | -7
Cc1ccc2c(C)c(C(=O)Nc3ccc(S(=O)(=O)Nc4onc(C)c4C)cc3)oc2c1 | 1 | -2 | 14 | 10 | 0 | 2 | -4 | -22 | 6
N#Cc1ccc(-c2cn3c(n2)SCC3)cc1 | 3 | . | . | . | . | -4 | -296 | -2 | .
c1ccc(NCn2cncn2)nc1 | 3 | 17 | -9 | 5 | -6 | -9 | 17 | -25 | -26
COc1ccc(Cc2c(O)nc(SCC(C)C)[nH]c2=O)cc1 | -2 | 14 | -4 | -6 | 9 | -2 | 17 | -5 | 8
C[C@@H]1CC=C[C@H]2[C@H]1C(=O)N(Cc1ccccc1)[C@H]2c1ccc2ccccc2c1 | 1 | 23 | 2 | 23 | 9 | 12 | 3 | 11 | 13
O=C(CN1C(=O)COc2ccccc21)c1ccc(Cl)cc1 | 3 | -21 | -9 | 4 | -6 | 3 | 11 | -6 | -20
COc1ccc(C(C)=O)cc1CC(=O)Nc1cccc(S(=O)(=O)N2CCOCC2)c1 | -4 | 16 | 1 | -5 | 3 | 4 | -6 | -6 | 10
CCOC(=O)c1cc(C#N)c(SCc2cccc3ccccc23)nc1C | 7 | 7 | -1 | 3 | -4 | -2 | -2 | 0 | 4

Some of the entries above, reformatted.
Values run as follows: SENP1 inh | NALP3 yeast inh | SENP8 block-1 | Apaf-1 inh | SENP7 inh | HKDC1 inh | SENP8 block-2 | PfGluPho inh | SENP6 block
Cc1ccc2c(C)c(C(=O)Nc3ccc(S(=O)(=O)Nc4onc(C)c4C)cc3)oc2c1
  1 | -2 | 14 | 10 | 0 | 2 | -4 | -22 | 6
COc1ccccc1CNC(=O)COC(=O)Cn1cnc2ccccc21
  1 | 10 | 1 | -2 | 9 | -8 | -4 | -8 | 14
C[C@@H]1CC=C[C@H]2[C@H]1C(=O)N(Cc1ccccc1)[C@H]2c1ccc2ccccc2c1
  1 | 23 | 2 | 23 | 9 | 12 | 3 | 11 | 13
COc1ccc(C)cc1NC(=O)C(C)N(c1ccc(C)cc1)S(C)(=O)=O (stereo not drawn)
  -1 | -1 | 0 | -6 | -2 | -4 | 8 | 8 | -4

More results follow.
SMILES | SENP1 inh | NALP3 yeast inh | SENP8 block-1 | Apaf-1 inh | SENP7 inh | HKDC1 inh | SENP8 block-2 | PfGluPho inh | SENP6 block
O=C(OCC(=O)N1CCCC1)c1ccc(S(=O)(=O)Nc2ccccc2)cc1 | 0 | 13 | -16 | 1 | -4 | -4 | 21 | -5 | -12
CCCc1cc(C(=O)N/N=C/c2ccc(C)o2)c2ccccc2n1 | 1 | 4 | -8 | -9 | -11 | -3 | 5 | 3 | -16
C/C(=N\NC(=O)c1ccccc1Cl)c1ccccn1 | 1 | 17 | -12 | -1 | -8 | 0 | 20 | -18 | -12
O=C(COc1ccccc1)c1cn(CC(=O)N2CCOCC2)c2ccccc12 | 9 | 3 | -6 | 0 | -2 | -6 | 14 | -25 | -13
Cc1cc(C)nc(N2CCC(C(=O)O)CC2)n1 | -1 | 20 | -8 | 11 | -8 | 0 | -36 | -22 | -31
COc1ccc(S(=O)(=O)NCC(=O)N(CC(=O)NCc2ccco2)Cc2ccccc2)cc1 | 1 | 8 | 0 | 4 | -2 | 2 | 7 | -9 | -22
COC(=O)C(Cc1ccccc1)NC(=O)CSc1nc(N)cc(=O)[nH]1 (stereo not drawn) | 0 | 13 | -7 | 1 | 10 | 1 | 15 | -12 | -8
COc1cc(NC(=S)N2CCN(S(=O)(=O)c3ccc(F)cc3)CC2)cc(OC)c1 | 3 | 9 | -14 | 16 | -9 | -8 | 6 | 12 | -14
S=c1[nH]nc(-c2ccc(Cl)cc2)n1Cc1ccccc1 | 3 | 23 | -6 | 11 | 5 | 17 | -106 | 5 | 4
CCCCC(C(=O)N/N=C/c1ccccn1)C(=O)N/N=C/c1ccccn1 | -1 | 5 | -5 | 3 | 3 | -6 | 9 | -12 | -4
O=C(CN1C(=O)NC2(CCc3ccccc32)C1=O)Nc1c(Cl)cccc1Cl (stereo not drawn) | -2 | -9 | -4 | -11 | -5 | -3 | 13 | -4 | -2
COC(=O)C[C@H]1c2cc(F)ccc2S(=O)(=O)N1C(C)C | -1 | -4 | 3 | -5 | 1 | -1 | 6 | 6 | -13
Cc1cc(C(=O)NNc2ccc(C(C)C)cc2)n(C(C)(C)C)n1 | 1 | 0 | -4 | -16 | 12 | 1 | 17 | 19 | -11
NC(=O)COC(=O)CCSc1ccc(Cl)cc1 | 4 | 6 | -7 | 4 | 5 | -13 | 10 | 6 | -3
CN(C)c1ccc(NC(=S)N2CCN(c3ncc(C(F)(F)F)cc3Cl)CC2)cc1 | 3 | 13 | 2 | 4 | -2 | -2 | 21 | 4 | -1
Cc1cccc(OCCCC(=O)Nc2ccc(N(C)C)cc2)c1 | 3 | 20 | -1 | 20 | 1 | -6 | 20 | 8 | 17
CC(C)(C)Nc1nc(NC(C)(C)C)nc(-n2ccnc2)n1 | 0 | -18 | -9 | 4 | -2 | 2 | 11 | 7 | -8
CCSc1nc(N)c2c(C)c(C)sc2n1 | 1 | 36 | -17 | 15 | -13 | 0 | 8 | -10 | -24
COC(=O)C1C(=O)C2=C(CC1C)NC(=O)CC2c1ccc(O)c(OC)c1 (stereo not drawn) | 0 | 6 | 1 | 7 | 3 | 4 | 21 | -3 | -17
COc1ccc(CC(=O)NNC(=O)CCc2ccccc2)cc1 | -2 | 13 | -10 | -4 | -8 | 16 | 14 | -16 | 3
Cc1nn(-c2ccccc2)c(C)c1C(=O)OC(C)C(=O)NC1CCCCC1 (stereo not drawn) | 1 | 13 | 4 | 7 | -3 | 7 | 7 | -23 | 20
Cc1ccc(-n2ncc3c(=O)n(Cc4ccccn4)cnc32)cc1C | -1 | 23 | -6 | 21 | -13 | 0 | -40 | -8 | -12
O=C(CCc1c[nH]c2ccccc12)N[C@@H](Cc1c[nH]c2ccc(O)cc12)C(=O)O | 1 | 12 | -2 | -6 | -3 | 4 | 6 | 3 | -6
COC(=O)C1=C(N)Oc2cc(C)n(Cc3cccnc3)c(=O)c2C1c1ccccc1OC (stereo not drawn) | 1 | 15 | -9 | -9 | -6 | -4 | 21 | -11 | 5
Cn1c(Cn2c(=O)sc3ccccc32)nnc1SCC(=O)NCc1ccccc1 | -2 | -1 | 3 | -8 | -6 | -9 | -1 | 7 | -4
COc1ccc(OC)c(CN2CCSCC2)c1 | 4 | 13 | 0 | -13 | 2 | -7 | 11 | 2 | 12
CC1CCCN(c2ccc([N+](=O)[O-])cc2C(=O)c2ccccc2)C1 (stereo not drawn) | -15 | -5 | 9 | -3 | 9 | 1 | 12 | 16 | 19
CCCn1nc(C(=O)NNC(=O)CCOc2ccccc2OCC)c2ccccc2c1=O | 1 | 10 | 7 | 3 | -6 | 0 | 2 | -9 | -8
Cc1ccc([C@H]2C(C#N)=C(N)Oc3cc(C)oc(=O)c32)o1 | -10 | 21 | 0 | -2 | 3 | -14 | -17 | 4 | 1
O=C(NNS(=O)(=O)c1ccc(F)cc1)C1CCN(S(=O)(=O)c2ccccc2)CC1 | 2 | 1 | 0 | 12 | 7 | -9 | 3 | -11 | -10
CCOc1ccccc1C(=O)Nc1ccc2nc(N3CCN(c4ncccn4)CC3)cc(C)c2c1 | . | 21 | 0 | 25 | -7 | 13 | . | -1 | -6
O=C(COC(=O)c1ccc([N+](=O)[O-])o1)NCc1ccc2c(c1)OCO2 | 2 | 14 | 6 | 38 | -1 | 2 | 41* | 28 | 20
